Compound activity as filed in PubChem BioAssay.
PolyA inhibitor: polyadenylation inhibitors in yeast reporter cells, primary screen, luminescence, S. cerevisiae; S. cerevisiae SKY197-pL101 polyadenylation reporter, beta-gal luminescence; efflux-impaired pdr1/pdr3 knockout yeast; score 100 = 6 SD above DMSO; calls only at 12 µM; actives 0.02% (n = 300,000);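 active = lowest replicate activity score at least 50, where 100 means six control SD above control mean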;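 note: yeast exposed to compound for 9 h at 30 °C; higher score means more reporter readthrough which indicates perturbed polyadenylation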
KCNK9 block: KCNK9 potassium channel inhibitors, primary screen, HEK293 cells, thallium flux. FluxOR thallium flux fluorescence; hits give low values. B-score at 10 µM. actives 1.2% (n = 310,000);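 active = ratio B-score over 3 SD below the library mean, with starting fluorescence within 5 SD of its mean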;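 note: negative B-score means less thallium flux so channel inhibition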
GSK3 alpha inh: blockers of GSK3A enzyme activity – biochemical, luminescence, cell-free homogeneous, HTS, primary screen; GSK-3 alpha kinase, ADP-Glo luminescence, 60 min; AID 2650, 2010; actives 0.1% (n = 320,000); inhibition, % at 10 µM; Glycogen synthase kinase-3 alpha (Homo sapiens), P49840;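 in the data active = inhibition above about 50%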;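 note: GST-tagged GSK-3 alpha with peptide substrate and 25 µM ATP; 0% = DMSO neutral wells and 100% = GW8510 positive control wells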
Dyrk1A ADPGlo: rat Dyrk1A kinase inhibitors, primary screen, biochemical, single point, plate reader; Dual specificity tyrosine-phosphorylation-regulated kinase 1A (Rattus norvegicus), Q63470; ADP-Glo luminescence, NFATc1 peptide; inhibition, % at 12.5 µM; actives 0.43% (n = 310,000); in the data active = inhibition above about 50%;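 note: plate controls were vehicle with enzyme for no effect and no enzyme for full effect; many of its hits are not listed in these tables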
KCNQ1 inh: inhibitors of human KCNQ1 channel, primary screen, cell-based, thallium flux, high-throughput | B-score at 10 µM | Potassium voltage-gated channel subfamily KQT member 1 (Homo sapiens), P51787 | AID 2642, 2010 | CHO-K1 KCNQ1, FluxOR thallium flux fluorescence; hits give high values | actives 1.3% (n = 310,000);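 active = compounds whose thallium flux B-score, printed positive for inhibition, exceeds three library SD while starting fluorescence stays within three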;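 note: channel opened by potassium depolarization with thallium stimulus after 20 min compound exposure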
KCNK3 inh: human KCNK3 channel inhibitors, primary screen, CHO cells, FluxOR thallium flux, B-score | actives 0.84% (n = 340,000) | FluxOR fluorescence; hits give low values | B-score at 10 µM | AID 602410, 2012;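 active = B-score under library mean minus 4 SD, starting fluorescence ratio at most library mean plus 5 SD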;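 note: more negative B-score means stronger inhibition of thallium flux through KCNK3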
Target sequence (O14649 whole entry, looked up): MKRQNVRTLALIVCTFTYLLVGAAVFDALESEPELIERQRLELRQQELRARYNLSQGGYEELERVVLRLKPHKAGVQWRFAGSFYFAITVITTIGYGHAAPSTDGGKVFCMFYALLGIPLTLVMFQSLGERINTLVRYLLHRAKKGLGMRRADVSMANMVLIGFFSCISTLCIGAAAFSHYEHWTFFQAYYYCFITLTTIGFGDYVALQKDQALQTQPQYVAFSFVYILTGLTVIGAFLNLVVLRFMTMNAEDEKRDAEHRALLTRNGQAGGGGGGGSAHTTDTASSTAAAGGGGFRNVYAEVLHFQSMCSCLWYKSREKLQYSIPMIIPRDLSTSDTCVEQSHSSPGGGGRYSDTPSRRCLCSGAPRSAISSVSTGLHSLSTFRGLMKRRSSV
GSK3beta inhib: human GSK3beta kinase inhibitors, primary screen, biochemical, cell-free homogeneous, HTS. Glycogen synthase kinase-3 beta (Homo sapiens), P49841. GST-GSK3beta kinase, ADP-Glo luminescence, 60 min; hits give low values. activity score (negative = inhibition), % at 10 µM. actives 0.038% (n = 300,000);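 active = more than half of replicate wells score below -50%, meaning over 50% inhibition versus plate controls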;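 note: 0% = median DMSO wells and -100% = median GW8510 positive control wells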
Target sequence (P49841 whole entry, looked up): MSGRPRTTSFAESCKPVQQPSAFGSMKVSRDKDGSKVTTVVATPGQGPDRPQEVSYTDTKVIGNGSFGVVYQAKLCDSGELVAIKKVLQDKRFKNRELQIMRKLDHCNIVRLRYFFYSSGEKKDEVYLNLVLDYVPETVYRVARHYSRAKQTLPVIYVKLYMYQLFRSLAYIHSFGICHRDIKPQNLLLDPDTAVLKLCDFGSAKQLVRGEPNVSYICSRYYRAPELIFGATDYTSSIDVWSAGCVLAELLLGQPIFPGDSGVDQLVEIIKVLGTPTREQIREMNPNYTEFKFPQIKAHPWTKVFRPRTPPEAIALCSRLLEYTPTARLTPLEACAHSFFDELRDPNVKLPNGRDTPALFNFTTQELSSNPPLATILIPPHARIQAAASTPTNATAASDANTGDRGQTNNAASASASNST
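Test system – GST-tagged human GSK3beta kinase, cell-free · Incubation – 60 min enzyme reaction, room temperature · Signal – ADP-Glo luminescence · Also added – peptide substrate and ATP at 25 µM · Controls – DMSO neutral wells and GW8510 at 20 µM as positive · Buffer or medium – Tris/MgCl2 kinase buffer · Measure – Luminescence-derived activity versus plate DMSO and GW8510 wells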
KCNQ1 act: potentiators or activators of KCNQ1 channel, primary screen, cell-based, thallium flux, high-throughput. Potassium voltage-gated channel subfamily KQT member 1 (Homo sapiens), P51787. CHO-K1 KCNQ1, thallium flux FluxOR fluorescence; hits give high values. B-score at 10 µM. actives 0.35% (n = 310,000);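 active = fluorescence ratio B-score, a plate-corrected score, at least three library SD, with initial intensity B-score within 5 SD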
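System: Stable KCNQ1 CHO-K1 line | Incubation: 90 min dye loading and 20 min compound exposure, both at room temperature | Measure: Ratio B score | Medium: Assay buffer for compound exposure, DMSO matched across wells | Compound dosing: Single-concentration screen | Probe or stimulus: K+/Tl+ depolarizing stimulus | Measured by: Kinetic FluxOR fluorescence, 10 s baseline plus 110 s post-stimulus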
hERG protect: hERG rescue from dofetilide block, primary screen, cell-based, CHO-hERG, FluxOR thallium flux, dofetilide IC70; activation (rescue from dofetilide block), less the hit threshold, % at 10 µM; actives 0.51% (n = 310,000); dofetilide IC70 present; AID 1511, 2009;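 active = activation above the mean of controls blocked by dofetilide plus 5 SD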;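 note: thallium influx through hERG after potassium depolarization seen as dye fluorescence rise; in these data hits start at about 4.7%; inactives centre near -7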
RGS4 act: RGS4 potentiators or activators, primary screen, cell-based, HEK293 M3R inducible RGS4, calcium flux | B-score at 10 µM | actives 0.92% (n = 310,000) | carbachol calcium flux Fluo4; hits give low values;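 active = B-score of the integrated calcium signal more than 4 SD below the library mean, with starting fluorescence not abnormally high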;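 note: negative B-score means reduced calcium response which marks RGS4 activation or potentiation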
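Assay system: Inducible-RGS4 HEK293 cells carrying M3 receptor | Schedule: Compound preincubation 20 min at room temperature before agonist | Signal: Kinetic calcium fluorescence imaging with Fluo4-AM dye, 2 µM | Read-out basis: B score from integrated fluorescence ratio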
RGS4 inh: RGS4 inhibitors, primary screen, cell-based, HEK293 M3R inducible RGS4, calcium flux; Regulator of G-protein signaling 4 (Homo sapiens), P49798; B-score at 10 µM; Fluo-4 calcium flux; hits give high values; triggered by carbachol at its EC20; actives 0.45% (n = 310,000); AID 463165, 2010;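 active = B-score, a plate-corrected calcium signal, over three deviations above library mean, with baseline fluorescence within five deviations of library mean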;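 note: RGS4 expression induced by doxycycline in cells with stable M3 receptor; B-score is computed from the integrated fluorescence ratio over baseline after carbachol; higher B-score means a larger calcium signal and so more RGS4 inhibition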
Target sequence (P49798 whole entry, looked up): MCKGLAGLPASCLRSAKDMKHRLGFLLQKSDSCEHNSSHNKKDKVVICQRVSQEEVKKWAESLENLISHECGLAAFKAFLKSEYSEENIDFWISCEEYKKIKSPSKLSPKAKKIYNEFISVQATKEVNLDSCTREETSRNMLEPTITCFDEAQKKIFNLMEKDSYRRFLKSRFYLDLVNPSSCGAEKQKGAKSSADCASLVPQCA
Active calls of the source: *; i = inactive; · = no result given. A portion of the library; rates above refer to the full screens.

SMILES | PolyA inhibitor | KCNK9 block | GSK3 alpha inh | Dyrk1A ADPGlo | KCNQ1 inh | KCNK3 inh | GSK3beta inhib | KCNQ1 act | hERG protect | RGS4 act | RGS4 inh
Cc1ccccc1Nc1c(-c2ccccc2)nc2ncccn12 | i | i | -2 | -5 | i | i | -2 | i | -8 | i | i
COc1ccc(NC(=O)C2CCCN(S(C)(=O)=O)C2)cc1OC (configuration not stated) | i | i | -3 | 5 | i | i | 1 | i | -11 | i | i
CCN(CC)c1ccc(/C=N/NC(=O)c2ccc3nc[nH]c3c2)c(O)c1 | i | i | -5 | 13 | i | i | 0 | i | -11 | i | i
COc1ccc(NCC(=O)N/N=C/C=C/c2ccccc2[N+](=O)[O-])cc1 | i | i | 0 | · | i | i | -3 | i | -12 | i | i
Cn1c2ccccc2c(=O)c2cc(C#Cc3ccc(N)cc3)ccc21 | i | -8.5* | -2 | -8 | i | i | 0 | i | -21 | i | i
COc1ccc(-c2ccc(-c3nc4ccc(C)cn4c3NC3CCCCC3)cc2OC)cc1 | i | i | -3 | -1 | i | i | -1 | i | -18 | i | i
COc1cc(C(=O)N2CCCC(c3nc(-c4cccs4)no3)C2)cc(OC)c1OC (configuration not stated) | i | i | -7 | 7 | i | i | -2 | i | -6 | i | i
Cc1cc(C)cc(NC(=S)N2CC(C)OC(C)C2)c1 (configuration not stated) | · | i | · | -7 | i | i | -1 | i | -7 | i | i
COc1ccc(OCCSc2nc(N)cc(N)n2)cc1 | i | i | 3 | 7 | i | i | -1 | i | -8 | i | i
Cc1ccc(CN2CC34C=CC(O3)C(C(=O)NCc3ccco3)C4C2=O)cc1 (configuration not stated) | i | i | 0 | 1 | i | i | 5 | i | -12 | i | i
COc1cccc(C(=O)N2CCN(C3CCCCC3)CC2)c1 | i | i | -1 | 3 | i | i | 3 | i | -6 | i | i
CCn1c(SCC(=O)NC(C)c2ccccc2)nc2ccccc21 (configuration not stated) | i | i | -1 | 1 | i | i | 2 | i | -9 | i | i
CCOC(=O)C(Cc1ccccc1)NC(=O)CCc1c(C)nc2nc(C)nn2c1C (configuration not stated) | i | i | -1 | -2 | i | i | -3 | i | -10 | i | i
Cc1cc2ccccc2nc1Br | i | i | -1 | 0 | i | i | 0 | i | -7 | i | i
COCc1cc(C)nc2sc(C(=O)N3CCCCC3)c(N)c12 | i | i | -1 | -1 | i | i | -2 | i | -13 | i | i
COc1cc(OC)cc(C(=O)NC2CCN(Cc3nnnn3Cc3ccc(F)cc3)CC2)c1 | i | i | -1 | 4 | i | i | 2 | i | -6 | i | i
CCc1ccc(N(C2C=CS(=O)(=O)C2)S(=O)(=O)c2ccc(C)cc2)cc1 (configuration not stated) | i | i | -1 | -4 | i | i | 4 | i | -16 | i | i
COc1ccc(N2CCN(C(c3cccs3)C(C)NC(=O)C(=O)N3CCOCC3)CC2)cc1 (configuration not stated) | i | i | -1 | 5 | i | i | 3 | i | -13 | i | i
CC(=O)NN=C1CCC(c2ccccc2)CC1 (configuration not stated) | i | i | 1 | -2 | i | i | 0 | i | -3 | i | i
Cc1ccccc1CN1CCN(C/C=C/c2ccccc2)CC1 | i | i | -3 | 1 | i | i | 4 | i | -6 | i | i

A section of the results above, for reference:
SMILES | PolyA inhibitor | KCNK9 block | GSK3 alpha inh | Dyrk1A ADPGlo | KCNQ1 inh | KCNK3 inh | GSK3beta inhib | KCNQ1 act | hERG protect | RGS4 act | RGS4 inh
Cc1ccccc1Nc1c(-c2ccccc2)nc2ncccn12 | i | i | -2 | -5 | i | i | -2 | i | -8 | i | i
COc1ccc(NC(=O)C2CCCN(S(C)(=O)=O)C2)cc1OC (configuration not stated) | i | i | -3 | 5 | i | i | 1 | i | -11 | i | i
CCN(CC)c1ccc(/C=N/NC(=O)c2ccc3nc[nH]c3c2)c(O)c1 | i | i | -5 | 13 | i | i | 0 | i | -11 | i | i
COc1ccc(NCC(=O)N/N=C/C=C/c2ccccc2[N+](=O)[O-])cc1 | i | i | 0 | · | i | i | -3 | i | -12 | i | i
Cn1c2ccccc2c(=O)c2cc(C#Cc3ccc(N)cc3)ccc21 | i | -8.5* | -2 | -8 | i | i | 0 | i | -21 | i | i
COc1ccc(-c2ccc(-c3nc4ccc(C)cn4c3NC3CCCCC3)cc2OC)cc1 | i | i | -3 | -1 | i | i | -1 | i | -18 | i | i
COc1cc(C(=O)N2CCCC(c3nc(-c4cccs4)no3)C2)cc(OC)c1OC (configuration not stated) | i | i | -7 | 7 | i | i | -2 | i | -6 | i | i
Cc1cc(C)cc(NC(=S)N2CC(C)OC(C)C2)c1 (configuration not stated) | · | i | · | -7 | i | i | -1 | i | -7 | i | i

(continued)
SMILES | PolyA inhibitor | KCNK9 block | GSK3 alpha inh | Dyrk1A ADPGlo | KCNQ1 inh | KCNK3 inh | GSK3beta inhib | KCNQ1 act | hERG protect | RGS4 act | RGS4 inh
COc1cc(/C=C2/C(=N)N3C(c4ccccc4)=CSC3=NC2=O)ccc1OCC(=O)O | i | i | -2 | 15 | i | i | 0 | i | -14 | i | i
Brc1ccc(-c2csc(/N=C/N3CCCC3)n2)cc1 | i | i | 3 | -4 | i | i | -6 | i | -2 | i | i
O=C(COc1ncnc2ccccc12)Nc1cc([N+](=O)[O-])ccc1Cl | i | i | 1 | 0 | i | i | 2 | i | -5 | i | i
COc1ccc(C(=O)COc2ccccc2C(=O)Nc2ccccc2)cc1 | i | i | 0 | 6 | i | -9.8* | -1 | i | -5 | i | i
Cc1ccc(CN2CCN(Cc3ccccc3C(F)(F)F)CC2)cc1 | i | i | -1 | -2 | i | i | 1 | i | -13 | i | i
Cc1cccc(C)c1OCc1nc2ccccc2c(=O)n1/N=C/c1ccc(OCC(=O)O)cc1 | i | i | -4 | 2 | i | i | -2 | i | -9 | i | i
Nc1nc(N)c(N=Nc2ccc(S(N)(=O)=O)cc2)c(=O)[nH]1 | i | i | -1 | 2 | i | i | -5 | i | -7 | i | i
O=C(NC(=S)Nc1ccc(N2CCCCC2)cc1)c1ccco1 | i | i | · | -3 | i | i | 0 | 9* | 5.6* | i | i
COc1cccc(CNC(=O)c2ccccc2-c2ccccc2)c1 | i | i | -6 | -6 | i | i | -2 | i | -7 | i | i
Cc1cccc(NC(=S)N2N=CCC2c2ccccc2)c1 (configuration not stated) | i | i | -1 | -3 | i | i | 2 | i | -12 | i | i
CCC(c1nnnn1C(C)(C)C)N1CCN(C2CCCC2)CC1 (configuration not stated) | i | i | -3 | 4 | i | i | 5 | i | -6 | i | i
Cc1ccc2c(c1)CCCN2C(=O)NC1CCCCC1 | i | i | 4 | -6 | i | i | -1 | i | -5 | i | i
C=C1CCC[C@]2(C)C[C@H]3OC(=O)C(CNCCN(CC)CC)[C@H]3CC12 (some centres not stated) | i | i | 2 | -2 | i | i | 4 | i | -5 | i | i
COc1ccc(CCNC(=O)/C(=C/c2cccnc2)NC(=O)c2ccccc2)cc1 | i | i | 0 | -16 | i | i | 2 | i | -2 | i | i
Cc1nc(Nc2ccc3c(c2)OCCO3)c2oc3ccccc3c2n1 | i | i | 0 | 6 | i | i | 1 | i | -13 | i | i
Cc1cc(C)nc(N/N=C/c2cc(C)n(CC(F)(F)F)c2C)n1 | i | i | -1 | -4 | i | i | 0 | i | -7 | i | i
CNC(C)c1ccc(S(N)(=O)=O)cc1 (configuration not stated) | i | i | 2 | -2 | i | i | 1 | i | -10 | i | i
CCOC(=O)COC(=O)c1ccc(O)cc1 | i | i | -2 | 5 | i | i | 2 | i | -5 | i | i
O=c1[nH]c2ccc(NS(=O)(=O)c3ccc([N+](=O)[O-])cc3)cc2[nH]1 | i | i | 0 | -5 | i | i | -2 | i | -5 | i | i
CCc1nnc(NC(=O)c2cc(-c3ccccn3)nc3ccc(Br)cc23)s1 | i | i | -1 | -9 | i | i | -1 | i | -14 | i | i
Cc1nn(CC(C)C)c2sc(C(=O)NC3CC(C)(C)NC(C)(C)C3)cc12 | i | i | -2 | -3 | i | i | 3 | i | -13 | i | i
Cn1nc([N+](=O)[O-])nc1N1CCN(c2ccc(F)cc2)CC1 | i | i | -3 | -1 | i | i | -3 | i | -10 | i | i
COc1ccc(OCC(O)CN2CCC(CN3C(=O)c4cccc5cccc(c45)C3=O)CC2)cc1 (configuration not stated) | i | i | 1 | 16 | i | i | 1 | i | -8 | i | i
COc1ccc(C(=O)NC(=S)Nc2ccc(S(N)(=O)=O)cc2)cc1 | i | i | -2 | -6 | i | i | 1 | i | -5 | i | i
Cc1c(Cl)cccc1Nc1nc(N)nc(CSCCO)n1 | i | i | · | 7 | i | i | -1 | i | -3 | i | i
COc1ccc(OC)c(NC(=O)CN2CCC(NC(=O)c3ccccc3C)CC2)c1 | i | i | -1 | 1 | i | i | -3 | i | -12 | i | i
CCCCN(C)C1CCN(C(=S)Nc2ccc(OCC)cc2)CC1 | i | i | 0 | -2 | i | i | 0 | i | -8 | i | i
O=C(Nc1ccc(C(=O)NN2C(=O)c3ccccc3C2=O)cc1)c1ccccc1 | i | i | -2 | -1 | i | i | 0 | i | 0 | i | i
C=CCNC(=S)NNc1nc2c(c(=O)[nH]1)C1(CCCC1)Cc1ccccc1-2 | i | i | · | -19 | i | i | -5 | i | -19 | i | 9.8*
